TDP-43 yeast inh = rescues yeast growth from TDP-43 toxicity. TDP-43 expressing yeast growth rescue, BacTiter-Glo, 24 h. Potency, µM (titrated, usually from 46.1 µM), inactives show top-dose growth rescue (activation), hits mostly activators. 410,000 compounds, 1.8% hits. AID 652104; further: potency means the concentration at half of the fitted maximal effect; % of control where 0% means no effect; nearly all actives have a fitted effect of over 50% in size
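In this qHTS, compounds that restore growth of yeast expressing TDP-43 appear as activators. Cells (OD600=0.02, galactose medium, raffinose-pregrown) are incubated with compound 24 hr at 30 deg C and growth is quantified by BacTiter-Glo.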
Abeta rescue = restores growth of yeast expressing A-beta42 peptide; AID 1347071; yeast expressing A-beta42, growth rescue, OD600, 48 h; response scale: 0% DMSO, 100% iron-clioquinol control; 410,000 compounds, 0.063% hits; Potency, µM (highest dose often 46.1 µM), for inactives: at the highest dose growth rescue, most hits filed as activators; further: potency means the concentration at half of the fitted maximal effect; nearly all actives have a fitted effect of over 55% in size
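Growth rescue measured by 600 nm absorbance after 48 h yeast culture at 30 C with compound. Values normalized between DMSO and an equimolar ferric chloride plus clioquinol control.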
HEK293 tox = cytotoxicity in counter-screen for GLP-1R inverse agonists | HEK293 cAMP-luciferase reporter cells, luminescence, 24 h | Potency, µM (series often up to 38.3 µM), for inactives: at the top dose activity change, negative = inhibition, most hits filed as inhibitors | 410,000 compounds, 0.13% hits | AID 624418;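 further: loss of luciferase light is scored as toxicity; potency means the concentration at half of the fitted maximal effect; on the % scale 0 is the no-effect control and ±100 the full control effect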
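Luminescence readout: signal drop marks cytotoxicity. Plated cells grew 12 h at 37 °C, 5% CO2, received 23 nL compound for 24 h, then got luciferase reagent, read after 12 min at RT.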
MmCpn inh = M. maripaludis TRiC chaperonin inhibition; purified Mm-Cpn ATPase, ADP Transcreener TR-FRET; Potency, µM (titrated, usually from 76.9 µM), inactives show at the top dose activity, negative = inhibition, hits mostly inhibitors; 330,000 compounds, 0.031% hits; AID 504842; further: potency means the concentration at half of the fitted maximal effect; on the % scale 0 is the no-effect control and ±100 the full control effect; nearly all actives have a fitted effect of over 80% in size
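ATPase turnover read by TR-FRET ADP competition (Eu cryptate antibody/ADP-d2, 665/590 nm): 10uM ATP final, 25nM Mm-CPN final, 30 min 37degC after 10-min compound preincubation, pH 7.4 Tris/KCl/MgCl2/DTT buffer.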
FUS yeast rescue = rescues growth of FUS-expressing yeast; S. cerevisiae FUS-expressing, growth rescue, OD600, 24 h; Potency, µM (doses to about 76.6 µM), inactives show at the highest dose growth rescue (activation), actives largely listed as activators; 390,000 compounds, 0.24% hits;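 further: potency means the concentration at half of the fitted maximal effect; plate controls were DMSO vehicle for no effect and reference control for full effect; nearly all actives have a fitted effect of over 55% in size; some results filed as inactive show a strong effect at the top dose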
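Compound concentration series was pinned onto galactose-induced FUS-expressing yeast seeded at OD 0.005. Plates sat 24hr at 30C; absorbance at 600 nm gave growth. DMSO served as background control.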
aSyn rescue = rescues yeast growth from alpha-synuclein toxicity; 370,000 compounds, 0.14% hits; AID 652106; Yeast expressing alpha-synuclein, growth rescue, BacTiter-Glo, 24 h; Potency, µM (titrated, usually from 46.1 µM), inactives show at the top dose growth rescue (activation), hits mostly activators; further: potency means the concentration at half of the fitted maximal effect; % of control where 0% means no effect; nearly all actives have a fitted effect of over 65% in size
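Rescue of yeast growth: cells expressing toxic alpha-synuclein, induced in galactose at OD600 0.02, incubated with compound 24 h at 30 C. ATP luminescence quantified growth; inhibitors of toxicity appear as activators.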
PTHR1 agonist = PTHR1 (human) receptor agonism | Potency, µM (series often up to 115 µM), for the others: top-dose activation, hits mostly activators | 410,000 compounds, 0.075% hits | AID 743266 | HEK293 GP2 PTHR1 cells, GloSensor cAMP luminescence, 1 h; further: potency means the concentration at half of the fitted maximal effect; nearly all actives have a fitted effect of over 55% in size; some results filed as inactive show a strong effect at the top dose; inactives centre near -15; many of its hits are not listed in these tables
Target sequence (Q03431 whole entry, looked up): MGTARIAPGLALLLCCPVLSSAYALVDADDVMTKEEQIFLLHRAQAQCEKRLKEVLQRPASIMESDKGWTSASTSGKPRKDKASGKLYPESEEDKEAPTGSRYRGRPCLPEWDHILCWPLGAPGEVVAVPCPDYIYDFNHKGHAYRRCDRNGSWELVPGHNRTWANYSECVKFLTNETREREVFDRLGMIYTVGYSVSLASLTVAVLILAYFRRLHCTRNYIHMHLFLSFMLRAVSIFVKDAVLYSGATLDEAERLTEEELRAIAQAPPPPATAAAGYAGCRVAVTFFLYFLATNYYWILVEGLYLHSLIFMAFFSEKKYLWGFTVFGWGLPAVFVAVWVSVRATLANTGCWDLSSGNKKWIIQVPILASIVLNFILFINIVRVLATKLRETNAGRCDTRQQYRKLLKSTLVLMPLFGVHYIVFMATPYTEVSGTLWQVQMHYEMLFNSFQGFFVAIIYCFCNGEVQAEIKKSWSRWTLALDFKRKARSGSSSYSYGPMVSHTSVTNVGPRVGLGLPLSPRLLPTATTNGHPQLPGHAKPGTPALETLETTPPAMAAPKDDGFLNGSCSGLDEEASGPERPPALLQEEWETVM
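HEK-293-derived GP2 cells expressing PTHR1 and a GloSensor cAMP reporter, 3,000/well, plated overnight, given luciferin plus IBMX (each 0.5 mM as added) for 1 h at 37 °C, then compound for 1 h at 37 °C. Luminescence was read after 15 min at room temperature.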
pAkt inh = blocks phosphorylation of Akt. Neuro2A IGF-stimulated pAkt S473 HTRF, 20 min; active compounds read low. activity change, % for hits at 50 µM. 360,000 compounds, 0.32% hits; in the data active means activity change below about -80%; inconclusive means mostly about -51% to -80%; further: on the % scale 0 is the no-effect control and ±100 the full control effect
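Single-point screen (50 µM final compound) in Neuro2A cells stimulated 20 min with 6 nM IGF at 37 deg C. After lysis, Ser473-phosphorylated Akt read by HTRF (ex 330 nm, em 615/665 nm) as the 665/615 ratio.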
GLP1R inv ag = inverse agonists of human GLP-1 receptor. P43220. HEK293 GLP-1R CRE-luciferase, luminescence, 24 h; GLP-1R form is constitutively active. Potency, µM (titrated, usually from 38.3 µM), inactives show at the highest dose activity change, negative = inhibition, actives largely listed as inhibitors. 410,000 compounds, 1.6% hits; further: potency means the concentration at half of the fitted maximal effect; on the % scale 0 is the no-effect control and ±100 the full control effect; nearly all actives have a fitted effect of over 55% in size
Target sequence (P43220 whole entry, looked up): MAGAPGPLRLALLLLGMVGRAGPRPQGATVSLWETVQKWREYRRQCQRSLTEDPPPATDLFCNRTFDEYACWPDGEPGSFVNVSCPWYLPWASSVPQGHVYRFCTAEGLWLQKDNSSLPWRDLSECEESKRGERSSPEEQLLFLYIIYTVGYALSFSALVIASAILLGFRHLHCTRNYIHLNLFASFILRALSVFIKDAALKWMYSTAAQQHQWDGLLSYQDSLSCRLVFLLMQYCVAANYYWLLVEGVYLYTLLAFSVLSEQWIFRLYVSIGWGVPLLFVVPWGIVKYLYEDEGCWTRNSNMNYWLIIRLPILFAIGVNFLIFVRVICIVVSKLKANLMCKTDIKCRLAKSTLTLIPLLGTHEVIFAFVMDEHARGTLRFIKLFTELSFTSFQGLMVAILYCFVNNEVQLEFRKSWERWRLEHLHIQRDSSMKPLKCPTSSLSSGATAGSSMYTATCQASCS
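Constitutively active GLP-1R drives a cAMP-responsive luciferase in stably transfected HEK293 cells; test compounds are added after overnight (12 h) attachment and left 24 hr, and signal loss in luminescence marks inhibition.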
The depositor's hits bear a star; i = inactive; ? = inconclusive; . = no result given; [ ] = remark or other dose. Unless noted, the call rests on the fitted dose curve; in most records, active means well fitted curve in the direction sought with a large enough effect; inconclusive means small, poorly fitted or top-dose-only effect, or another doubt; inactive means no such curve, though single readings can be large; an effect the other way counts as inactive or inconclusive.

SMILES	TDP-43 yeast inh	Abeta rescue	HEK293 tox	MmCpn inh	FUS yeast rescue	aSyn rescue	PTHR1 agonist	pAkt inh	GLP1R inv ag
O=C(COC(=O)c1ccc(F)cc1F)NC(=O)Nc1ccc2c(c1)OCCO2	17%	1%	-1%	0%	1%	?	-19%	i	16%
COc1cc(/C=N/NC(=O)COc2ccccc2C)ccc1OC(=O)c1cccs1	10%	0%	-18%	1%	3%	2%	i	i	8%
COc1cccc(C(=O)Nc2nnc(Cc3ccc(OC)c(OC)c3)s2)c1	-7%	3%	-6%	1%	9%	0%	i	i	5%
CCC1(c2ccc(F)cc2)NC(=O)N(CC(=O)N2c3ccccc3NC(=O)CC2C)C1=O (configuration not stated)	-4%	-5%	-13%	-1%	-1%	-5%	26%	i	-18%
Cc1cc(N2CCOCC2)n2nc(C)c(-c3ccccc3Cl)c2n1	0%	-2%	5%	0%	6%	-2%	-9%	i	?
CN(C)C(=O)CN(c1ccc(F)c(Cl)c1)S(C)(=O)=O	-17%	-4%	-2%	4%	-14%	-2%	i	i	14%
Cc1ccc(C(=O)CCC(=O)N2CCN(c3ccccc3O)CC2)cc1	-8%	-3%	11%	-14%	43%	2%	-31%[inhibitor]	i	?
CCN(CC)C(=O)C1=C(C)NC(=S)NC1c1ccc(C)s1 (configuration not stated)	2%	-12%	-3%	-5%	5%	2%	-17%	i	-13%
CC(C)(C)C(=O)COC(=O)c1cc2ccccc2cc1O	7%	17%	10%	1%	17%	0%	i	i	7%
COc1cc(C)c(C#N)c(OC)n1	-2%	-13%	-5%	-4%	11%	2%	i	i	1%
C/C(CC(C)(C)c1ccccc1)=N\NS(=O)(=O)c1ccccc1	?	3%	8%	0%	-2%	4%	i	i	2%
CN1C(=O)[C@@H]2[C@@H]3C[C@@H]([C@H]4ON=C(c5ccc(Cl)cc5)[C@@H]34)[C@@H]2C1=O	-11%	3%	-4%	0%	-7%	9%	-27%	i	11%
Cc1ccc(CN2CCN(Cc3ccccn3)CC2CCO)cc1 (configuration not stated)	0%[0.397 µM]	-2%	-4%	-12%	9%	4%	i	i	-2%
O=C(NN1C(=O)C2C3C=CC(C3)C2C1=O)c1ccco1 (configuration not stated)	8%	1%	4%	0%	.	1%	i	i	20%
COc1cc2c(cc1OC)C(C(=O)Nc1ccccc1N1CCN(C)CC1)C1c3ccccc3CCN1C2=O (configuration not stated)	5%	15%	2%[0.307 µM]	1%	17%	1%	i	i	2%[0.307 µM]
CCc1cccc(NC(=O)CSc2nc3ccccc3nc2N2CCCCC2)c1	-4%	-14%	3%	.	-5%	7%	i	.	?
COc1ccc(Br)cc1S(=O)(=O)N1CC(C)OC(C)C1 (configuration not stated)	7%	-1%	4%	-2%	8%	6%	i	i	0%
O=C(Nc1ccc(CCC(=O)N2CCCC2)cc1)c1ncn[nH]1	12%	11%	-9%	-1%	13%	-1%	i	i	5%
Cc1ccc(/C=N\NC(=O)c2cc([N+](=O)[O-])cc([N+](=O)[O-])c2)o1	-16%	11%	-2%	1%	24%	5%	i	i	0%
COc1ccc(C(CNC(=O)c2cccc(S(=O)(=O)N3CCOCC3)c2)N2CCCC2)cc1 (configuration not stated)	8%	-4%	-9%	1%	16%	-12%[1.84 µM]	-4%	i	-13%
Cc1ccc(NC(=O)CCNC(=O)c2ccc([N+](=O)[O-])cc2)cc1S(=O)(=O)N(C)C	7%	-12%	0%	1%	29%	1%	-24%	i	-18%
CCc1cc2c3c(c1)C(C)CC(C)(C)N3C(=O)C2=O (configuration not stated)	-3%	-10%	5%	0%	.	-19%	-4%	i	-20%
COc1cccc(-c2nnc3sc(-c4ccccn4)nn23)c1	-5%	-13%	14%	0%	15%	3%	-5%	i	57%[activator]
Cc1ccc(-c2nc3ccccc3s2)cc1NC(=O)c1ccc2c(c1)OCO2	-22%	6%	?	1%	-14%	-15%	-11%[57.5 µM]	i	?
C/C(=N\NC(=O)CN1CCN(c2ccc(F)cc2)CC1)c1ccco1	9%	8%	-13%	.	21%	-2%	i	i	3%
CC1=CC(C)(C)n2c(O)c(N=NC(N)=S)c3cccc1c32	8%	?	?	0%	11%	-3%	-6%	i	4.5µM*
O=[N+]([O-])c1cc(S(=O)(=O)N2CCOCC2)ccc1OCc1cccc(Cl)c1	-6%	-13%	-7%	-1%	.	-4%	i	i	?
COc1cc(OC)cc(-c2c(C#Cc3ccsc3)c3cc(-c4ccc5c(c4)OCO5)ccc3n2C)c1	5%	3%	6%	-21%	20%	1%	i	i	21%
O=[N+]([O-])c1ccc(Sc2ccncn2)c([N+](=O)[O-])c1	35µM*	-57%[inhibitor]	?	.	-27%	2%	-44%[inhibitor]	i	?
Cc1cc(=O)oc2cc(OCC(=O)OCC(=O)N(CCC#N)c3ccccc3)ccc12	.	6%	-3%	-1%	11%	6%	2%	i	8%
COc1ccc(NC(=O)COC(=O)c2ccc(OCc3c(C)noc3C)cc2)cc1OC	14%	14%	6%	2%	15%	10%	-14%[57.5 µM]	i	1%
COC(=O)c1ccc(CNC(=O)C2CCC(=O)N(CCc3ccccc3)C2)cc1 (configuration not stated)	-2%	1%	-5%	0%	6%	-2%	i	i	7%
COc1ccc(Cn2c(CCC(=O)NCc3ccc(Cl)cc3)nc3cccnc32)cc1	14%	12%	-3%	.	12%	.	-23%	.	-8%
COCCCNc1ncnc2c1nc1n2CCCC1	-12%	-11%	3%	1%	-36%	-2%	i	i	4%
COc1ccc(CNC(=O)N2CCN(c3cccc(Cl)c3)CC2)cc1OC	?	4%	15%	0%	-9%	7%	-38%[inhibitor]	i	?
COc1cccc(Cc2nc3ccccc3nc2SCC(=O)N2CCCCC2C)c1 (configuration not stated)	35µM*	-9%	-1%	.	?	.	-22%	.	?
Cc1cccc(NC(=O)CC2C(=O)OCCN2Cc2ccccc2)c1 (configuration not stated)	14µM*	-49%[inhibitor]	5%	.	14%	.	-88%[inhibitor]	.	-15%
CC1CCCCN1S(=O)(=O)c1ccc2c(c1)C(C)(C)C(=O)N2C (configuration not stated)	12%	8%	-2%	0%	-20%	1%	i	i	17%
N#Cc1cc(-c2ccc(Cl)cc2)cn(Cc2c(Cl)cccc2Cl)c1=O	-25%	-6%	6%	0%	41%	0%	14%[57.5 µM]	-95%*	-6%
COc1ccc(CNC(=O)Nc2ccc3c(c2)N(C)C(=O)CS3)cc1	9%	2%	4%	-1%	7%	5%	-16%	i	-7%

Structures listed so far that have fluorine, in the order listed:
SMILES	TDP-43 yeast inh	Abeta rescue	HEK293 tox	MmCpn inh	FUS yeast rescue	aSyn rescue	PTHR1 agonist	pAkt inh	GLP1R inv ag
O=C(COC(=O)c1ccc(F)cc1F)NC(=O)Nc1ccc2c(c1)OCCO2	17%	1%	-1%	0%	1%	?	-19%	i	16%
CCC1(c2ccc(F)cc2)NC(=O)N(CC(=O)N2c3ccccc3NC(=O)CC2C)C1=O (configuration not stated)	-4%	-5%	-13%	-1%	-1%	-5%	26%	i	-18%
CN(C)C(=O)CN(c1ccc(F)c(Cl)c1)S(C)(=O)=O	-17%	-4%	-2%	4%	-14%	-2%	i	i	14%
C/C(=N\NC(=O)CN1CCN(c2ccc(F)cc2)CC1)c1ccco1	9%	8%	-13%	.	21%	-2%	i	i	3%

(more compounds)
SMILES	TDP-43 yeast inh	Abeta rescue	HEK293 tox	MmCpn inh	FUS yeast rescue	aSyn rescue	PTHR1 agonist	pAkt inh	GLP1R inv ag
Cc1ccsc1CN1CC(=O)N(c2c(C)cccc2C)C1=S	2%[9.22 µM]	1%	17%	-1%	21%	15%	-13%	i	?
Cc1cc(C)n(S(=O)(=O)c2cccc([N+](=O)[O-])c2)n1	-8%	8%	13%	0%	0%	-4%	-34%[inhibitor]	i	-1%
COC(=O)c1sccc1NC(=O)CSCCc1ccncc1	15%[9.22 µM]	-8%	10%	1%	1%	-2%	i	i	19%
CCc1nc2ccc(C(=O)NCc3ccc(OC)cc3)cn2c1N(CCC(C)C)CCN(C)C	16%	-2%	-23%	.	?	-6%	-10%	i	?
COCc1cc(=O)[nH]c(N2CCN(c3ccccc3OC)CC2)n1	5%	-6%	-9%	2%	4%	3%	i	i	13%
COc1ccc2[nH]c(=O)c(CN(Cc3nnnn3CCc3ccccc3)CC3CCCO3)cc2c1 (configuration not stated)	0%	10%	-1%	0%	-10%	4%	-32%[inhibitor][57.5 µM]	i	8%
CCN1C(Nc2ccccc2)=NC[C@@H]1Cc1ccccc1	31%	1%	5%	-2%	-9%	2%	-16%	i	3%
Cc1cnc(NC(=O)CSc2ccccc2)s1	-3%	9%	6%	2%	13%	9%	-26%	i	0%
COc1ccc(/C=C/c2cc(C(F)(F)F)[nH]c(=O)n2)cc1OC	-19%	-5%	-6%	1%	16%	0%	-25%	i	?
CCC1CCCCN1C(=S)Nc1ccc(C(C)=O)cc1 (configuration not stated)	26%	-1%	-9%	1%	.	9%	-3%	i	12%
Cc1cccc(NC(=O)CSc2nc3ccc(NC(=O)CCc4ccccc4)cc3s2)c1	10%	-16%	-5%	.	2%	.	-43%	.	-15%
CCOc1cc(-c2ccc(OC(=O)c3ccccc3F)cc2)cc(=O)c2c(C)oc(C)c12	15%	-39%	-4%	.	?	.	-34%[inhibitor]	.	-7%
CN(C)CCNc1nc2sc3c(c2c(=O)n1-c1ccc(F)cc1)CCCCC3	-11%	1%	?	-3%	6%	2%	i	i	?

Screening results as filed in PubChem.

A portion of the library. The share of hits here may be higher or lower than overall.
